Bioassay records: PubChem, The Scripps Research Institute Molecular Screening Center
V1R ag counter – agonists of human V1a receptor, primary screen, counter-screen for OXTR agonist project, fluorescence, CHO-V1R cells | hit rate 0.25% among 320,000 | activation, % at 3 µM | Vasopressin V1a receptor (Homo sapiens), P37288 | Fluo-8 calcium fluorescence, agonist mode; 0% DMSO, 100% 3 nM vasopressin | AID 2797, 2010;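 active = activation above the mean activation of all tested compounds plus 3 SD, per screening run, cut at about 20% in these data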;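 note: signal is peak over basal fluorescence ratio across a 100 second FLIPR read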
Target sequence (P37288 whole entry, looked up): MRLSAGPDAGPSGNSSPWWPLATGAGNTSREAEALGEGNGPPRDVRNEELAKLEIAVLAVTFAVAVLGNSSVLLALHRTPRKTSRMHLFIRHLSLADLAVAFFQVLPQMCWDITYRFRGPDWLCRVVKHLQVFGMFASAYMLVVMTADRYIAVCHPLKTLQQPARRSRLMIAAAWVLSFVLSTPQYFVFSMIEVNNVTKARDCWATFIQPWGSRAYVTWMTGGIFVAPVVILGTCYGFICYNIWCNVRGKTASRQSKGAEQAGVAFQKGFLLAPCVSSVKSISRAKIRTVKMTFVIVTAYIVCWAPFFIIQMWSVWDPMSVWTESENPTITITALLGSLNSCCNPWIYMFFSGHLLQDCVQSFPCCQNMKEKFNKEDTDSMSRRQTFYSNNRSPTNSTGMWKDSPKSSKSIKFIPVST
CHO-K1 Ca antag – nonselective inhibitor or artifact in parental CHO-K1 cells; AID 602250; hit rate 0.6% among 360,000; inhibition, % at 3 µM; ATP-induced calcium, Fluo-8 fluorescence;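 active = inhibition above a per-plate cutoff, the plate's mean sample inhibition plus 3 SD, cut at about 24% in these data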;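 note: 0% = DMSO plus EC80 ATP and 100% = DMSO alone without ATP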
CHO parental Ca – ATP-evoked calcium signal inhibitors, parental CHO, primary screen, counter-screen for OX1R antagonist project, cell-based, fluorescence, Fluo-8 calcium dye | inhibition, % at 5.6 µM | hit rate 0.63% among 330,000 | parental CHO-K1, ATP-induced calcium, Fluo-8 fluorescence | AID 463079, 2010;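 active = inhibition above that plate's mean sample inhibition plus 3 SD, cut at about 26% in these data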;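 note: 0% = ATP-challenged DMSO wells and 100% = DMSO wells without ATP; some compounds past the cut are filed as inactive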
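Material – parental CHO cells · Reagent – ATP stimulus · Compound – single nominal dose of 5.6 µM per compound · Detection – Fluo-8 fluorescence · Read-out basis – percent inhibition of calcium signal · Controls – ATP-challenged DMSO wells low, unchallenged DMSO wells high · Repeats – no replicates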
OXTR potentiate – human OXTR potentiators, primary screen, fluorescence, CHO-OTR cells, Fluo-8 calcium; AID 2445, 2010; activation, % at 3 µM; Fluo-8 calcium fluorescence, potentiator mode; 0% = oxytocin EC15, 100% = EC100; Oxytocin receptor (Homo sapiens), P30559; hit rate 0.061% among 320,000;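 active = activation above that plate's cutoff, the mean activation of tested compounds plus 3 SD, cut at about 6.6% in these data, passing the limit was not always enough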;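 note: 100% uses oxytocin at 75 nM as the full agonist control; some results filed as inactive read as strong as hits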
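Measured by – Fluo-8 calcium dye fluorescence · Test system – human OTR in CHO cells · Dosing – one concentration, 3.0 µM compound · Controls – EC15 oxytocin alone as 0%, 75 nM oxytocin as 100% · Evaluation – normalized max/min fluorescence ratio, % activation · Timing – 6 min pre-incubation, 100 s read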
OXTR agonist – human OXTR agonists, primary screen, fluorescence, CHO-OTR cells, Fluo-8 calcium; Fluo-8 calcium fluorescence; normalized: DMSO 0%, oxytocin 100%; Oxytocin receptor (Homo sapiens), P30559; hit rate 0.32% among 320,000; activation, % at 3 µM;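 active = activation above the mean of all tested compounds plus 3 SD, cutoff set per screening run, cut at about 20% in these data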;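 note: peak over basal fluorescence ratio from a 100 s FLIPR kinetic read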
TAAR1 antagonist – human TAAR1 antagonists, primary screen, Fluo-8 calcium fluorescence, CHO RD-HGA16 cells; Trace amine-associated receptor 1 (Homo sapiens), Q96RJ0; inhibition, % at 3 µM; AID 624466, 2012; antagonist; hit rate 1.5% among 360,000;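 active = inhibition above a per-plate cutoff, the mean inhibition of test compounds on that plate plus 3 SD, cut at about 49% in these data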;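 note: 0% = DMSO plus EC80 beta-PEA response and 100% = DMSO alone without agonist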
Target sequence (Q96RJ0 whole entry, looked up): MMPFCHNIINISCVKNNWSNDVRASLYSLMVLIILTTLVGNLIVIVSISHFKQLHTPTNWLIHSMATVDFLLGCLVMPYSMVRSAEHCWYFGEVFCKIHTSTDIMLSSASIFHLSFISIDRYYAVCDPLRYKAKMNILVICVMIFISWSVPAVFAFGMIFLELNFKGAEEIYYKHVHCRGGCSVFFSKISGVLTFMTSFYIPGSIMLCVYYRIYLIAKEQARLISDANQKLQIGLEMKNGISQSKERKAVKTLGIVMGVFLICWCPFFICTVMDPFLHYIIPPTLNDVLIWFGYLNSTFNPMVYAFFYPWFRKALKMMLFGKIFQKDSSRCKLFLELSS
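Test system: RD-HGA16 CHO cells with stable hTAAR1 and Gα16 / Probe or stimulus: EC80 β-phenethylamine stimulus / Times: seeding 17-24 h prior, 75-min 37 °C, 30-min RT dye loading / Detection: Fluo-8 calcium-sensitive fluorescence / Read-out basis: % inhibition scaled between DMSO and EC80 PEA controls / Repeats: singlicate, one well per test compound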
GPR7 antagonist – GPR7 receptor antagonists, primary screen, cell-based, fluorescence, single concentration | hit rate 1.1% among 290,000 | inhibition, % at 4.4 µM | GPR7-expressing cells, fluorescence antagonist assay | Neuropeptides B/W receptor type 1 (Homo sapiens), P48145; in the data active = inhibition above about 16%, passing the limit was not always enough;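 note: cells stimulated with the agonist NPW; 0% = agonist with vehicle and 100% = vehicle without agonist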
Target sequence (P48145 whole entry, looked up): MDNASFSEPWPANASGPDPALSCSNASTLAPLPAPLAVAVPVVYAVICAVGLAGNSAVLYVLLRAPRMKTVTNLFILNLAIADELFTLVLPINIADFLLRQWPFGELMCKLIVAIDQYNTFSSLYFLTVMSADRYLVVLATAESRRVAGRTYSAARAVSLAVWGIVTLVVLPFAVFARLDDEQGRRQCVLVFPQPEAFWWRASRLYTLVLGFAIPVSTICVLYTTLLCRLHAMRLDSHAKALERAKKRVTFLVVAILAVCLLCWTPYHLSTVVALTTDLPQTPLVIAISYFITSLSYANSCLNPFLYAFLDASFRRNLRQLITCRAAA
M1 PAM parental – nonselective calcium activators in parental CHO-K1 cells, primary screen, counter-screen for M1 PAM project, cell-based, Fluo-8 calcium fluorescence, full deck, 1536-well. ATP EC20; 0% at ATP EC20, 100% at ATP max. activation, % at 3 µM. hit rate 0.02% among 360,000. AID 602247, 2012;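 active = activation above the run cutoff, the mean activation of all test compounds plus 3 SD, cut at about 40% in these data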;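 note: peak over basal fluorescence ratio in a 140 s read after ATP addition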
M1 ag parental – counter-screen for M1 agonists: effect in parental CHO-K1 cells. Fluo-8 calcium fluorescence; scaled to maximal ATP response, vehicle zero. activation, % at 3 µM. hit rate 0.48% among 360,000. AID 602248, 2012; in the data active = activation above about 15%;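 note: untransfected CHO-K1 host cells lacking M1 receptor as counterscreen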
Starred values were filed as active, the others as inactive.

For CCOc1cc(/C=N/NC(N)=O)ccc1OCC(=O)Nc1ccc(C)c(C)c1 the results were V1R ag counter 0.0, CHO-K1 Ca antag -1, CHO parental Ca -19, OXTR potentiate 3, OXTR agonist -0.2, TAAR1 antagonist 27, GPR7 antagonist -5, M1 PAM parental 10 and M1 ag parental 2.1.
Screening NC(CO)c1cn([C@@H](CCC(=O)O)C(=O)N2CCNCC2)nn1 (stereo partly specified) returned V1R ag counter 0.8, CHO-K1 Ca antag -10, CHO parental Ca -5, OXTR potentiate -6, OXTR agonist 0.3, TAAR1 antagonist -8, GPR7 antagonist -6, M1 PAM parental 4 and M1 ag parental 0.5.
For COc1ccc(C(=O)NNC(=O)CSc2nnnn2-c2cc(OC)cc(OC)c2)cc1 the results were V1R ag counter -1.2, CHO-K1 Ca antag -12, CHO parental Ca -13, OXTR potentiate -20, OXTR agonist -1.4, TAAR1 antagonist -5, GPR7 antagonist -4, M1 PAM parental 2 and M1 ag parental -0.2.
For CC(=O)N1CCN(C(=S)c2ccc(Cl)cc2)CC1 the results were V1R ag counter 0.3, CHO-K1 Ca antag -2, CHO parental Ca -4, OXTR potentiate -4, OXTR agonist -0.5, TAAR1 antagonist -4, GPR7 antagonist -6, M1 PAM parental 19 and M1 ag parental 1.5.
Screening COc1cccc(CC(=O)N2CCC(n3nccc3NC(=O)C3CCOC3)CC2)c1 (stereo unspecified) returned V1R ag counter 0.7, CHO-K1 Ca antag -11, CHO parental Ca -2, OXTR potentiate -1, OXTR agonist 0.2, TAAR1 antagonist -8, GPR7 antagonist -11, M1 PAM parental 1 and M1 ag parental 0.5.
`COC(=O)Cc1ccc(OCC(=O)NC2CCCC2)cc1` gave CHO-K1 Ca antag 1, TAAR1 antagonist -9, M1 PAM parental -15 and M1 ag parental 0.6.
For O=C1NCCCCC1NS(=O)(=O)c1ccc(Cl)cc1 (stereo unspecified) the results were V1R ag counter 0.8, CHO-K1 Ca antag -11, CHO parental Ca -2, OXTR potentiate -2, OXTR agonist 0.5, TAAR1 antagonist 6, GPR7 antagonist -13, M1 PAM parental 13 and M1 ag parental 2.2.
`O=C(NCCSc1ccccc1)c1cncc(Br)c1` gave V1R ag counter 1.6, CHO-K1 Ca antag 4, CHO parental Ca -11, OXTR potentiate -2, OXTR agonist -0.7, TAAR1 antagonist 1, GPR7 antagonist -1, M1 PAM parental 0 and M1 ag parental 0.9.
For CCCCc1nc2n[nH]c(N)c2c2c1CSC(C)(C)C2 the results were V1R ag counter 0.4, CHO-K1 Ca antag -7, CHO parental Ca -18, OXTR potentiate -10, OXTR agonist -1.1, TAAR1 antagonist -17, GPR7 antagonist 0, M1 PAM parental 21 and M1 ag parental 5.6.
COc1ccc(CCC(=O)N2CCN(S(=O)(=O)c3cccc(C(F)(F)F)c3)CC2)cc1OC was read as V1R ag counter 0.3, CHO-K1 Ca antag 7, CHO parental Ca -13, OXTR potentiate -4, OXTR agonist 0.2, TAAR1 antagonist -15, M1 PAM parental -22 and M1 ag parental -0.1.
Screening CC(C)(C)C(=O)Nc1nnc(SCc2cccc(F)c2)s1 returned V1R ag counter -0.2, CHO-K1 Ca antag -8, CHO parental Ca -10, OXTR potentiate -8, OXTR agonist -1.9, TAAR1 antagonist -28, GPR7 antagonist -4, M1 PAM parental 19 and M1 ag parental 11.
For O=S(=O)(c1ccccc1)c1nnn2c1nc(NC1CCN(Cc3ccccc3)CC1)c1cc(Cl)ccc12 the results were V1R ag counter -0.7, CHO-K1 Ca antag -7, CHO parental Ca -26, OXTR potentiate -11, OXTR agonist 0.0, TAAR1 antagonist -3, GPR7 antagonist -11, M1 PAM parental 8 and M1 ag parental -0.3.
For COc1ccccc1CCc1nnc(CCC(=O)NCC[C@@H]2C[C@@H]3C=C[C@H]2C3)o1 the results were V1R ag counter -1.4, CHO-K1 Ca antag 3, CHO parental Ca -10, OXTR potentiate -3, OXTR agonist -2.6, TAAR1 antagonist 8, GPR7 antagonist 5, M1 PAM parental -13 and M1 ag parental -0.1.
Screening O=c1c2ccccc2nc2n1C(CSCc1ccccc1)CS2 (stereo unspecified) returned V1R ag counter 1.3, CHO-K1 Ca antag -2, CHO parental Ca 2, OXTR potentiate -11, OXTR agonist 0.9, TAAR1 antagonist 8, GPR7 antagonist 17, M1 PAM parental 18 and M1 ag parental 4.8.
Screening O=C1CC(c2ccccc2)CCc2sccc2N1 (stereo unspecified) returned V1R ag counter 0.9, CHO-K1 Ca antag -11, CHO parental Ca -1, OXTR potentiate 2, OXTR agonist -0.5, TAAR1 antagonist -16, GPR7 antagonist 6, M1 PAM parental 31 and M1 ag parental 4.7.

Next section, starting with the last two of the part before.
Screening O=c1c2ccccc2nc2n1C(CSCc1ccccc1)CS2 (stereo unspecified) returned V1R ag counter 1.3, CHO-K1 Ca antag -2, CHO parental Ca 2, OXTR potentiate -11, OXTR agonist 0.9, TAAR1 antagonist 8, GPR7 antagonist 17, M1 PAM parental 18 and M1 ag parental 4.8.
Screening O=C1CC(c2ccccc2)CCc2sccc2N1 (stereo unspecified) returned V1R ag counter 0.9, CHO-K1 Ca antag -11, CHO parental Ca -1, OXTR potentiate 2, OXTR agonist -0.5, TAAR1 antagonist -16, GPR7 antagonist 6, M1 PAM parental 31 and M1 ag parental 4.7.
O=C(CSc1nc2ccccc2[nH]1)NCc1ccccc1 was read as V1R ag counter 0.7, CHO-K1 Ca antag -3, CHO parental Ca -14, OXTR potentiate 3, OXTR agonist 1.5, TAAR1 antagonist -28, GPR7 antagonist -19, M1 PAM parental 13 and M1 ag parental 1.1.
`CCC(O)CNc1nc(-n2nc(C)cc2C)nc2sc3c(c12)CC(C)(C)OC3` (stereo unspecified) gave V1R ag counter -0.7, CHO-K1 Ca antag 2, CHO parental Ca -12, OXTR potentiate -1, OXTR agonist 0.2, TAAR1 antagonist -6, GPR7 antagonist -1, M1 PAM parental 13 and M1 ag parental 0.5.
For O=C1CC(c2ccccc2)n2nc(NS(=O)(=O)c3ccccc3)nc2N1 (stereo unspecified) the results were V1R ag counter -0.2, CHO-K1 Ca antag 0, CHO parental Ca 4, OXTR potentiate -12, OXTR agonist 0.3, TAAR1 antagonist -3, GPR7 antagonist -8, M1 PAM parental 11 and M1 ag parental 0.1.
COc1cccc(CNc2cc(C)ccn2)c1O was read as V1R ag counter 0.4, CHO-K1 Ca antag -8, CHO parental Ca -19, OXTR potentiate -10, OXTR agonist -0.4, TAAR1 antagonist 7, GPR7 antagonist -14, M1 PAM parental 10 and M1 ag parental 1.1.
Screening CCOc1ccc(Nc2cc(C)nc(N3CCOCC3)n2)cc1 returned V1R ag counter -0.9, CHO-K1 Ca antag -8, CHO parental Ca 0, OXTR potentiate -3, OXTR agonist -1.4, TAAR1 antagonist -2, GPR7 antagonist -4, M1 PAM parental 18 and M1 ag parental 0.0.
Cc1ccc(O)c(-c2cc(-c3cccc(F)c3)n[nH]2)c1 was read as V1R ag counter -1.0, CHO-K1 Ca antag -16, CHO parental Ca 21, OXTR potentiate -21, OXTR agonist -0.3, TAAR1 antagonist 8, GPR7 antagonist -6, M1 PAM parental 8 and M1 ag parental 0.2.
OC(COc1ccc(OCc2ccccc2)cc1)CN1CCCCC1 (stereo unspecified) was read as V1R ag counter 0.9, CHO-K1 Ca antag 1, CHO parental Ca -11, OXTR potentiate 1, OXTR agonist 4.3, TAAR1 antagonist -13, GPR7 antagonist 3, M1 PAM parental -1 and M1 ag parental 1.0.
Screening COc1ccc(/C=N/N=C2/NC(=O)C(CC(=O)O)S2)cc1OCc1ccccc1Cl (stereo unspecified) returned V1R ag counter 0.6, CHO-K1 Ca antag 13, CHO parental Ca 0, OXTR potentiate 0, OXTR agonist -0.9, TAAR1 antagonist 9, GPR7 antagonist -10, M1 PAM parental -8 and M1 ag parental -0.4.
COc1cc(NS(=O)(=O)c2ccc(NC(=O)CN3C(=O)c4ccccc4C3=O)cc2)nc(OC)n1 was read as V1R ag counter -1.1, CHO-K1 Ca antag 10, CHO parental Ca 1, OXTR potentiate -3, OXTR agonist -0.1, TAAR1 antagonist 2, GPR7 antagonist 5, M1 PAM parental -5 and M1 ag parental -0.1.
For COc1ccccc1-n1c(=O)c2c3c(sc2n2c(SC(C)C)nnc12)CCC3 the results were V1R ag counter -1.2, CHO-K1 Ca antag -1, CHO parental Ca -35, OXTR potentiate 3, OXTR agonist -0.9, TAAR1 antagonist 7, GPR7 antagonist -9, M1 PAM parental 14 and M1 ag parental 0.6.
For CCN(CC)CCC(C)OC(=O)c1ccc(O)cc1O (stereo unspecified) the results were V1R ag counter 0.7, CHO-K1 Ca antag -14, CHO parental Ca -8, OXTR potentiate 4, OXTR agonist 2.7, TAAR1 antagonist 7, GPR7 antagonist -8, M1 PAM parental 14 and M1 ag parental 1.0.
Screening Cc1ccc(S(=O)(=O)NC(=O)NCc2ccc(F)cc2)cc1 returned V1R ag counter 0.1, CHO-K1 Ca antag -10, CHO parental Ca 0, OXTR potentiate -2, OXTR agonist 0.1, TAAR1 antagonist 7, GPR7 antagonist 0, M1 PAM parental 21 and M1 ag parental -0.1.
Screening Cc1ccc(/C=C/S(=O)(=O)NCCC(=O)NCc2ccc(F)cc2)cc1 returned V1R ag counter 0.6, CHO-K1 Ca antag -13, CHO parental Ca -11, OXTR potentiate -6, OXTR agonist -1.9, TAAR1 antagonist -1, M1 PAM parental 6 and M1 ag parental 0.0.
Screening COc1ccc(NS(=O)(=O)c2ccc(C)c(C(=O)NCCCN3CCCC3=O)c2)cc1 returned V1R ag counter 1.1, CHO-K1 Ca antag -8, CHO parental Ca -17, OXTR potentiate -1, OXTR agonist 1.4, TAAR1 antagonist -8, M1 PAM parental 1 and M1 ag parental 0.5.
`O=C(Nc1cccc(C(=O)N2CCOCC2)c1)C1CCCC1` gave CHO-K1 Ca antag -6, TAAR1 antagonist -19, M1 PAM parental 6 and M1 ag parental 0.6.
Screening COc1ccc(OC)c(NC(=O)c2ccc(OC3CSC3)cc2)c1 returned V1R ag counter -1.5, CHO-K1 Ca antag -5, CHO parental Ca -6, OXTR potentiate -20, OXTR agonist -2.2, TAAR1 antagonist -9, GPR7 antagonist 7, M1 PAM parental 14 and M1 ag parental 0.7.
Screening O=C(C=C(C(=O)c1ccccc1)c1ccccc1)c1ccccc1 returned CHO-K1 Ca antag -15, TAAR1 antagonist -14, M1 PAM parental -2 and M1 ag parental -0.1.
